# High-throughput results (PubChem BioAssay)
# Rab7 wt GTP bind = dog Rab7 wildtype GTP binding, inhibitors and activators | GST-Rab7 beads, fluorescent GTP binding, flow cytometry; actives lie on both sides; untreated = 100%, excess cold GTP = 0% | GTP binding activity (percent of control), % at 10 µM | hit rate 0.055% among 190,000;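 active means fluorescent GTP binding to Rab7 beads changed by at least 20 points from the 100% baseline, either direction, mostly lower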;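 further: median green fluorescence of bound Bodipy-FL-GTP per Rab7 bead population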
# Bim-Bcl-2 = disrupts Bim peptide binding to human Bcl-2; Bead-based flow cytometry, Bim peptide-Bcl-2 binding; inhibition, % at 10 µM; hit rate 0.06% among 190,000; AID 950; in the data active means inhibition above about 40%;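 further: 0% = no compound wells with probe peptide and 100% = reference peptide inhibitor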
# Rab2 wt GTP = changes GTP binding to wildtype dog Rab2A, up or down; GST-Rab2 wt beads, Bodipy-GTP binding, flow cytometry; AID 760; hit rate 0.19% among 190,000; GTP binding activity, % at 10 µM; P61105;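 active means GTP binding activity at least 20 points away from 100%, either lowered or raised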;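 further: 0% = beads with excess unlabeled GTP and 100% = no-compound control corrected for plate trend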
# Rac1 act GTP bind = human Rac1 activated mutant GTP binding change. GST-Rac1 activated beads, fluorescent GTP binding, flow cytometry; actives lie on both sides; 100% means binding = to untreated wells. percent activity (GTP binding), % at 10 µM. hit rate 0.11% among 190,000. AID 764;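 active means GTP binding at least 20 percentage points away from the 100% baseline, in either direction, so actives lie on both sides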
# Cdc42 wt GTP = human Cdc42 wildtype GTP binding change, either direction; percent activity (GTP binding), % at 10 µM; AID 761; GST-Cdc42 beads, Bodipy-GTP binding, flow cytometry; actives lie on both sides; hit rate 0.2% among 190,000; P60953;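 active means percent activity GTP binding at least 20 points away from the 100% baseline, either down as inhibitor or up as activator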;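 further: median bead fluorescence of bound Bodipy-FL-GTP at 100 nM; 0% = excess unlabeled GTP control and 100% = no compound control; below 100% means less GTP binding so inhibitor and above means activator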
# Target sequence (P60953 whole entry, looked up): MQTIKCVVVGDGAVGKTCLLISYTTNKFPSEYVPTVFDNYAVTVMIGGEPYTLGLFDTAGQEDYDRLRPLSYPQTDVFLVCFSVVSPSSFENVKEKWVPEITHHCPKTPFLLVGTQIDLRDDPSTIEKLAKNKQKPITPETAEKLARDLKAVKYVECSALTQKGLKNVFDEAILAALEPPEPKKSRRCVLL
# Bim-Bcl-W = human Bim-Bcl-W interaction inhibition. Q92843. hit rate 0.02% among 190,000. bead-based flow cytometry, Bim peptide-Bcl-W binding. inhibition, % at 10 µM. AID 952;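 further: 0% = bound tracer without compound and 100% = peptide blocker; higher means less fluorescent Bim peptide bound to Bcl-W beads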
# Target sequence (Q92843 whole entry, looked up): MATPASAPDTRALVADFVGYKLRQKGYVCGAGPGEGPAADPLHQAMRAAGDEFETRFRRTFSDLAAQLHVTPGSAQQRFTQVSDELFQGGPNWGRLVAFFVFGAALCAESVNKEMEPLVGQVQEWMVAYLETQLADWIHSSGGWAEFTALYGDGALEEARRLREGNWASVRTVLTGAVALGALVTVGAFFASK
# HRas wt GTP bind = human HRas wildtype GTP binding, change in either direction; GTP binding activity, % at 10 µM; hit rate 0.14% among 190,000; GST-Ras wt beads, Bodipy-FL-GTP binding, flow cytometry; actives lie on both sides; P01112;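 active means GTP binding activity at least 20% away from the 100% baseline, either lowered as inhibitor or raised as activator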;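 further: 0% = unlabeled GTP competition control and 100% = no-compound control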
# Target sequence (P01112 whole entry, looked up): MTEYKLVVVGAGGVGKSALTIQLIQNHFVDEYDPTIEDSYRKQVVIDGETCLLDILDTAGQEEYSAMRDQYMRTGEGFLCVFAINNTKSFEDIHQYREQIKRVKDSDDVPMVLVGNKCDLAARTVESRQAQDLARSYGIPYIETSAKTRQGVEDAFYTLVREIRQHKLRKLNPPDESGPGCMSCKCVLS
# Bim-Bfl-1 = human Bim-Bfl-1 interaction inhibition; Q16548; Bead-based flow cytometry, Bim-Bfl-1 binding inhibition; inhibition, % at 10 µM; hit rate 0.12% among 190,000;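 further: 0% = wells without compound plus tracer and 100% = blocker peptide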
# Bcl-XL Bim block = inhibitors of Bim-Bcl-XL interaction, human | Q07817 | hit rate 0.04% among 190,000 | inhibition, % at 10 µM | Bim peptide-Bcl-XL binding, bead flow cytometry, fluorescence
# Target sequence (Q07817 whole entry, looked up): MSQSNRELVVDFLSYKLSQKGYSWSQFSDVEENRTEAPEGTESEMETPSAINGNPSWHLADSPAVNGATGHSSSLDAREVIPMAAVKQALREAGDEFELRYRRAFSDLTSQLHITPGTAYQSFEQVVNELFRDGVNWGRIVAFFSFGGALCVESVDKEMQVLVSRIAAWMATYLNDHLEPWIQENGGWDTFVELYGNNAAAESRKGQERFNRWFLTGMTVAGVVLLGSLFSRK
# Bcl-B Bim block = human Bim-Bcl-B interaction inhibition; Q9HD36; bead-based flow cytometry, Bim peptide-Bcl-B binding; inhibition, % at 10 µM; hit rate 0.073% among 190,000; AID 951;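 further: 0% = tracer peptide without compound and 100% = reference inhibitor peptide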
# Target sequence (Q9HD36 whole entry, looked up): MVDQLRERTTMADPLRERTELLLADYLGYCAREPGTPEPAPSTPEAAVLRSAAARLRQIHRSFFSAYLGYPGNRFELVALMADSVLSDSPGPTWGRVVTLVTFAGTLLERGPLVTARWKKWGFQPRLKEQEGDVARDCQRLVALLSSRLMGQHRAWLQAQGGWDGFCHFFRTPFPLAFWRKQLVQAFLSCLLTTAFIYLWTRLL
# Rac1 wt modul = modulators of human Rac1 wildtype GTP binding. P63000. GST-Rac1 beads, fluorescent GTP binding, flow cytometry; actives lie on both sides; 0 = cold GTP competed, 100 = untreated. GTP binding activity (% of control), % at 10 µM. hit rate 0.27% among 190,000. AID 757;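 active means GTP binding activity at least 20 points away from the 100% control level, either lower or higher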
# Numbers without * were called inactive. Unless noted, no stated cut-off is given here; in the data, active means inhibition above about 40%. An unsorted share of the library. About 0.62% of those tested had a hit in this group.
SMILES,Rab7 wt GTP bind,Bim-Bcl-2,Rab2 wt GTP,Rac1 act GTP bind,Cdc42 wt GTP,Bim-Bcl-W,HRas wt GTP bind,Bim-Bfl-1,Bcl-XL Bim block,Bcl-B Bim block,Rac1 wt modul
COc1ccc(NC(=O)CC2SC(=Nc3ccccc3)NC2=O)c(OC)c1 (stereo not given),98,0,100,100,100,4,100,4,0,-1,105
COc1ccc(NCc2cc3ccccc3[nH]c2=O)cc1,99,-4,95,95,99,-1,97,3,0,0,97
Cc1ccc(NC(=O)C2CC(=O)N(CCc3ccccc3)C2)c(C)c1 (stereo not given),110,0,101,95,100,0,98,-7,-2,-1,98
CN(CC(O)COc1ccc(S(=O)(=O)N2CCOCC2)cc1)C1CCCCC1 (stereo not given),98,1,98,99,102,-1,102,0,-1,-5,101
O=C(CC(Nc1ccccc1Cl)C(=O)O)c1ccccc1 (stereo not given),102,-2,92,88,93,2,93,0,0,2,91
O=C(Cn1ccsc1=NC(=O)c1ccco1)c1ccccc1,105,-2,107,102,107,0,106,-1,-2,-1,107
COc1ccccc1Nc1nc(C)cc(C)c1C(N)=O,105,-8,100,97,98,2,100,-12,-2,-5,102
Nc1ncc(-n2cncn2)c(-c2ccc(Cl)cc2)n1,109,0,101,97,95,1,101,-2,-2,-4,103
COc1ccc(NC(=O)/C(Cl)=C(/Cl)S(=O)Cc2ccc(C)cc2)cn1 (stereo not given),98,2,95,96,92,2,93,15,1,-7,105
Cc1ccc(-n2c(SCC(=O)OC(C)C)nnc2-c2ccccn2)cc1,95,0,97,97,101,-3,100,-9,0,-5,101
N#CCCN(C(=O)COc1ccc(C#N)cc1)c1ccc(F)cc1,99,0,97,94,98,0,98,-1,0,-3,98
CCOC(=O)c1ccc(N2C(=O)C=CC2=O)cc1,97,-3,98,98,97,-7,98,-22,-19,-12,99
O=C(NN=C1CCCCC1)NC1CCCCC1,100,-3,97,98,102,-3,99,-5,-6,-4,102
CCOc1ccc(-c2nnn(CC(=O)NCCc3c[nH]c4ccccc34)n2)cc1,94,-6,94,93,94,4,95,-9,-1,-4,95
CCOC(=O)N1CCN(C(=S)Nc2ccc3nc(N4CCN(CC)CC4)cc(C)c3c2)CC1,100,0,98,95,99,2,102,19,0,-5,105
Cc1n[nH]c(=S)n1/N=C/c1ccccc1OCc1ccc(Cl)cc1Cl,96,23,104,103,106,10,105,34,20,16,105
O=C(OCc1ccccc1Cl)c1ccccc1C(=O)c1ccccc1,102,1,103,102,103,-1,103,0,-1,-2,105
Cc1ccccc1NC(=O)N1CCN(C(=O)c2ccco2)CC1,100,-1,94,98,96,3,97,-3,-1,-1,94
COc1ccc(C)cc1NC(=O)CCCN1C(=S)NC(C)(C)CC1C (stereo not given),97,-5,98,99,97,-3,98,-12,-7,-5,99
COc1ccc(OC)c(-c2cc(C(=O)NCc3ccc(Cl)cc3)no2)c1,109,-4,104,98,101,-2,100,-4,-2,-4,102
O=C(NC(Cc1ccccc1)C(=O)O)/C(=C\c1ccccc1F)NC(=O)c1ccccc1 (stereo not given),98,2,96,94,97,2,98,-3,0,0,100
Nc1c(-c2cccc([N+](=O)[O-])c2)nc2ccccn12,102,1,96,99,103,-3,101,0,0,-3,104
COc1ccc(C(=O)Nc2cccc(OC)c2)cc1,94,-9,95,92,94,0,97,-7,-4,-9,93
Cc1cc(=O)n2c(-c3ccccc3C)n[nH]c2n1,99,-6,98,97,100,5,100,-12,0,-7,100
N/C(Cc1ccc([N+](=O)[O-])cc1)=N\OC(=O)C(c1ccccc1)c1ccccc1,105,-15,101,97,103,-2,101,-18,-11,-11,107
CCOc1ccc(-n2c(N)c(C(=O)NCc3cccnc3)sc2=S)cc1,96,-1,105,102,108,-7,105,0,-5,-10,104
CC1(C)CCC(C)(C)NC(=S)N1,102,-4,100,99,99,-8,103,-4,-9,-9,99
NC(=O)CCS(=O)(=O)c1ccc(Cl)cc1,102,0,99,94,96,0,97,1,-3,-2,95
Cc1cccc(C)c1NC1=NCCCCC1,94,0,95,95,93,-1,97,-4,-1,0,93
O=C(CN1CCCC1)NN=C(c1ccccc1)c1ccccc1,98,-4,96,97,95,-2,97,-8,-5,-4,99
Cn1c(CSCc2ccc(F)cc2)nnc1SCC(=O)Nc1nccs1,103,-3,103,101,105,-3,105,-1,-3,-4,106
Cc1ccc(NC(=O)COc2ncnc3c(Cl)cc(Cl)cc23)cc1[N+](=O)[O-],94,3,99,99,102,-1,99,0,-3,-4,100
CC1=C/C(=N\NC(=S)Nc2cccnc2)CC(C)(C)C1,103,-2,100,97,98,1,101,-5,-3,-8,100
CNC(=O)c1cc2ccc(OC)cc2oc1=O,102,-1,100,99,102,2,103,-7,0,-4,105
C/C(=N/NC(=O)c1ccc(C)s1)c1cccc(NC(=O)COc2ccc(Cl)cc2C)c1,102,0,100,98,103,-1,104,-2,0,-2,100
Cc1csc2nc(CNC(=O)C3CC=CCC3C(=O)O)cn12 (stereo not given),105,-7,102,99,102,0,101,-11,-3,0,108
Cc1ccc(S(=O)(=O)N2CC(=NO)C2)cc1,102,-9,98,99,100,0,101,-13,9,-8,102
O=C(O)c1ccc(/C=C2\SC(=Nc3ccccc3)N(c3ccccc3)C2=O)cc1,95,-1,97,96,96,-1,97,-4,-2,-9,100
O=c1nc2ccccc2c2n1CC(CN1CCN(c3ccccc3F)CC1)N2 (stereo not given),104,-8,105,98,103,0,102,-11,-1,-5,105
CCN(C(=O)c1ccc(C(C)(C)C)cc1)c1nnc(Cn2nnc3ccccc32)s1,99,0,98,97,98,2,101,-12,-4,-2,98
O=C1COc2ccc(C(=O)COC(=O)CNC(=O)c3ccco3)cc2N1,105,0,96,94,90,-4,97,-6,-6,-2,94
COC(=O)/C=c1\sc2ncnn2c1=O,96,-8,98,99,97,-7,99,-2,-6,-29,104
COc1ccccc1NS(=O)(=O)c1ccc(O)c(C(=O)OCC(=O)c2ccc(Cl)cc2Cl)c1,101,2,92,91,92,0,96,-2,0,-2,93
C/C(=N\Nc1ccccn1)c1ccc2c(c1)OCO2,102,-3,96,95,96,-1,96,-7,-4,-2,101
c1cc(CNCCCN2CCOCC2)ccn1,102,1,99,97,99,0,100,0,0,3,100
C=CCN(C(=O)CNC(=O)c1cccs1)C(C(=O)NC(C)(C)C)c1ccccc1 (stereo not given),97,0,98,99,101,0,97,-6,0,-1,101
Cc1ccc(C(=O)C(C)Oc2cccc(NC(=O)c3ccco3)c2)cc1 (stereo not given),101,-5,100,99,98,-3,100,-3,-3,-5,101
O=C(O)CCCCc1nc2ccccc2s1,102,-3,103,100,104,2,103,-8,-13,-11,104
O=S1(=O)CCN(C(CCO)c2cccc(C(F)(F)F)c2)CC1 (stereo not given),93,0,95,95,96,3,93,3,3,11,96
O=C(Nc1ccc2oc(-c3ccc(Cl)c(Cl)c3)nc2c1)c1ncn[nH]1,98,2,96,97,96,5,97,-2,-5,-1,101
COc1ccc(N2C(S)=C(C#N)C(=O)NC2c2ccco2)cc1 (stereo not given),97,0,102,104,103,-2,103,6,-6,-17,105
COc1ccc(C(CC(=O)Nc2ccc(Cl)cc2F)NC(=O)C(F)(F)F)cc1 (stereo not given),97,0,97,93,99,-3,97,0,-1,-2,96
CCCN1CN(Cc2ccco2)c2nc3ccccc3n2C1,97,-9,98,97,99,-1,99,-15,-6,-9,100
CCOC(=O)c1ccccc1N1C(=O)CSC1=S,104,-9,99,100,104,-5,102,-17,-10,-11,105
Cc1cc(NC(=O)CSCC(=O)N(c2ccc(F)cc2)C(C(=O)NC2CCCCC2)c2ccc(O)c(O)c2)no1 (stereo not given),102,-2,102,98,98,-2,100,0,0,2,101
CC1CC(=O)c2cnc(Nc3cccc(C(F)(F)F)c3)nc2C1 (stereo not given),101,-6,99,101,104,0,101,-7,0,-5,104
COc1ccc(C(=O)NNC2=CC(=O)CC(C)(C)C2)cc1,97,7,102,100,102,8,99,9,9,7,102
COC(=O)c1ccc(N2CCS(=O)(=O)CC2)cc1,98,1,100,93,102,3,97,0,1,0,97
COc1ccc(C(=O)Cc2cnn(-c3ccccc3)c2)c(O)c1,98,-6,99,100,101,1,100,-13,-5,-6,103
COc1cc(/C=N/NC(=O)c2ccc(COc3cc(C)ccc3C(C)C)cc2)cc(OC)c1O,93,-3,100,100,102,-6,98,-11,-7,-6,98
# Next entries.
SMILES,Rab7 wt GTP bind,Bim-Bcl-2,Rab2 wt GTP,Rac1 act GTP bind,Cdc42 wt GTP,Bim-Bcl-W,HRas wt GTP bind,Bim-Bfl-1,Bcl-XL Bim block,Bcl-B Bim block,Rac1 wt modul
O=C(NCCc1ccccc1)c1ccc(=O)oc1,99,1,106,103,108,-2,106,-2,-1,-1,104
O=C1CCCC2=C1C(c1ccc3c(c1)OCO3)c1c([nH]n(-c3ccccc3)c1=O)N2 (stereo not given),104,2,101,95,101,-1,102,0,0,-3,101
O=C(NC1CCCCC1)c1ccc(Cn2cc(Cl)cn2)cc1,98,-9,97,93,98,-2,98,-15,-7,-7,101
Cc1nc(-c2cccc(Br)c2)ccc1C(=O)O,97,-2,95,92,93,0,95,-4,0,0,95
C/C(=N\NC(=O)C(C)Oc1ccc([N+](=O)[O-])cc1)c1ccccn1 (stereo not given),105,1,105,102,106,1,104,0,0,2,105
Cc1nc2ncnn2c(C)c1CCC(=O)N1CCN(Cc2ccccc2)CC1,94,-3,93,95,95,2,95,-1,1,-1,93
Cc1csc(NC(=O)CSc2nnc(-c3ccccc3)o2)n1,100,-4,98,96,98,3,99,-9,-3,-4,97
CCN(CC)CCNC(=O)C(=O)NCC1OCCN1S(=O)(=O)c1ccc2c(c1)OCCO2 (stereo not given),95,0,91,96,91,-2,91,-8,-6,-3,95
O=[N+]([O-])c1ccccc1OCCCN1CCOCC1,95,-9,98,98,98,2,97,-4,-1,-1,99
CCOc1cc(/C=N/Nc2nncc(-c3ccccc3)n2)ccc1O,87,3,85,87,84,5,83,0,7,6,74*
Cc1ccc(S(=O)(=O)N2CCCC2C(=O)OCC(=O)Nc2ccc3c(c2)OCO3)cc1 (stereo not given),104,-9,101,98,97,-6,101,-17,-3,-8,99
CC(C)c1nnc(SCC(=O)N2CCOCC2)n1C,98,2,99,99,100,0,100,1,-1,0,99

# Structures shown so far with an aryl thioether with sulfur outside any ring:
SMILES,Rab7 wt GTP bind,Bim-Bcl-2,Rab2 wt GTP,Rac1 act GTP bind,Cdc42 wt GTP,Bim-Bcl-W,HRas wt GTP bind,Bim-Bfl-1,Bcl-XL Bim block,Bcl-B Bim block,Rac1 wt modul
Cc1ccc(-n2c(SCC(=O)OC(C)C)nnc2-c2ccccn2)cc1,95,0,97,97,101,-3,100,-9,0,-5,101
Cn1c(CSCc2ccc(F)cc2)nnc1SCC(=O)Nc1nccs1,103,-3,103,101,105,-3,105,-1,-3,-4,106
Cc1csc(NC(=O)CSc2nnc(-c3ccccc3)o2)n1,100,-4,98,96,98,3,99,-9,-3,-4,97
CC(C)c1nnc(SCC(=O)N2CCOCC2)n1C,98,2,99,99,100,0,100,1,-1,0,99
